C-LANA FP = inhibitors of KSHV C-LANA binding to DNA, primary screen, biochemical, fluorescence polarization, FAM-LBS DNA, MBP-C-LANA, single point | inhibition, % at 9 µM | 340,000 tested, 0.078% active | Kaposi's sarcoma herpesvirus LANA C-terminal domain (residues 932-1162) DNA binding;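 active = highest replicate inhibition at or above 60% at 9 µM, even if other replicates fall short; inactive = all replicates below 60% inhibition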;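 also: 0% = neutral control wells and 100% = 4 µM acridine orange control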
CAL PDZ FP-1 = CAL PDZ peptide-binding inhibitors, primary screen, biochemical, fluorescence polarization, Cer-tagged CAL PDZ, HTS. Golgi-associated PDZ and coiled-coil motif-containing protein (Homo sapiens), Q9HD26. purified CAL PDZ, TMR-peptide fluorescence polarization, 1 h. inhibition, % at 20 µM. 330,000 tested, 0.02% active. AID 504414, 2011;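 active = highest replicate inhibition of at least 40%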;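 also: plate controls were DMSO neutral control wells for no effect and unlabeled competitor peptide control wells for full effect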
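Control set: unlabelled peptide and DMSO controls / Material: purified CerCALP PDZ construct / Timing: 1 h incubation at room temperature before polarization reading / Doses: 20 µM, one dose / Detection: fluorescence polarization (mP)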
PKA-R2B activ = activators of PKA-R2B holoenzyme, primary screen, biochemical, fluorescence polarization, Cy5-IP20, human; activation, % at 11.4 µM; 340,000 tested, 0.079% active; cAMP-dependent protein kinase catalytic subunit beta (Homo sapiens) + cAMP-dependent …; PKA-R2B holoenzyme dissociation; R2B truncated from residue 108, S112A mutant; 0% DMSO only, 100% 113 µM cGMP; AID 504700, 2011;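 active = activation above a cutoff set at the mean over all compounds plus 3 SD, cut at about 18% in these data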;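 also: higher means more holoenzyme dissociation and a rise in polarization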
Target sequence (P31323 whole entry, looked up, other chains not shown, the tested form may be a part): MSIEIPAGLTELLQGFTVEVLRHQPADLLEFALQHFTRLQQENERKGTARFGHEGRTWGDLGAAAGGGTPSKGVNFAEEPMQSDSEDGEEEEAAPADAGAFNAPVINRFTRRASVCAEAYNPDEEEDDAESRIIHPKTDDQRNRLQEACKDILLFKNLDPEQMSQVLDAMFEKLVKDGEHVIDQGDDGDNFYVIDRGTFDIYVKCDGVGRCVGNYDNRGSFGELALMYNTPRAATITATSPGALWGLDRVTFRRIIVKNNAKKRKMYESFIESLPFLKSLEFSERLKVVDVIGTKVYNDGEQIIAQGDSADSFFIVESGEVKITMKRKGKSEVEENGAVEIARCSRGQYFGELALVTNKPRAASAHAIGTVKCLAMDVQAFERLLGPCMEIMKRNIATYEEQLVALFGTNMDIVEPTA
DAGLB inhibitor = DAGLB lipase inhibitors, primary screen, biochemical, fluorescence, HTS. Diacylglycerol lipase-beta (Homo sapiens), Q8NCG7. HEK293T DAGLB membrane lysate, EnzChek fluorogenic substrate. inhibition, % at 5.17 µM. 340,000 tested, 0.059% active. AID 504411, 2011; in the data active = inhibition above about 34%;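 also: 0% = enzyme with vehicle and 100% = wells lacking enzyme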
Target sequence (Q8NCG7 whole entry, looked up): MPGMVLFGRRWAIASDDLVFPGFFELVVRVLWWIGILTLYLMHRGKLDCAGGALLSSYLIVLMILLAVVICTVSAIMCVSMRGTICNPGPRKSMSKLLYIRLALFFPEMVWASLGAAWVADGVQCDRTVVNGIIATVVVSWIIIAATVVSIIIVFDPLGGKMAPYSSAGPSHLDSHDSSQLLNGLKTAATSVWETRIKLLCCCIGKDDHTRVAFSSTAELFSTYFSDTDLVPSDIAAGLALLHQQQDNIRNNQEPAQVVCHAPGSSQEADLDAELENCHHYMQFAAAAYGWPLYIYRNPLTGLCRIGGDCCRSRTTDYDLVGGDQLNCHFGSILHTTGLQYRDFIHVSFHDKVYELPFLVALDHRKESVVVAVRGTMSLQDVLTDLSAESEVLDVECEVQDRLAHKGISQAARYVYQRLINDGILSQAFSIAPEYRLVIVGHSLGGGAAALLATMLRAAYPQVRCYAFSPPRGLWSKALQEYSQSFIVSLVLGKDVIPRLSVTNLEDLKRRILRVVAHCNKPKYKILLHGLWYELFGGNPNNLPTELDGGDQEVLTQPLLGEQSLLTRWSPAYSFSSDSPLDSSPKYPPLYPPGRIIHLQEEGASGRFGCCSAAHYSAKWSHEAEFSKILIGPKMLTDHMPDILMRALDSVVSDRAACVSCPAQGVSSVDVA
SR-BI DiI-HDL act = activators of SR-BI mediated DiI-HDL uptake, primary screen, ldlA[mSR-BI] CHO cells, DiI fluorescence. activation, % at 12.5 µM. 3 h; 100 = double the neutral-control signal. 320,000 tested, 0.096% active;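 active = mean replicate activation of at least 60% and every replicate at or above 60%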;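 also: 0% = median plate neutral-control signal and 100% = twice that signal; values of inactives mirror those of a sister screen read the other way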
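Material: SR-BI-overexpressing, LDLR-lacking CHO cells; schedule: compound exposure 3 h, 37 °C; reagent: DiI-labelled HDL at 10 µg/mL final; technique: bottom-read fluorescence, 550/595 nm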
RTF Ca sens act = cardiac RTF calcium sensitivity activators, primary screen, biochemical, IANBD-TnC fluorescence, EC20 calcium | Troponin I, cardiac muscle (Homo sapiens) + Troponin T, cardiac muscle (Homo sapiens) + … | IANBD-labeled TnC RTF fluorescence at EC20 calcium; 0% EC20 calcium, 100% full calcium | activation, % at 7.2 µM | 340,000 tested, 0.24% active | AID 493008, 2010;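 active = activation above the mean over all tested compounds plus 3 SD, cut at about 30% in these data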;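 also: rise in fluorescence read as greater calcium sensitivity of cardiac thin filaments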
RTF Ca sens inh = cardiac RTF calcium sensitivity inhibitors, primary screen, biochemical, IANBD-TnC fluorescence, EC70 calcium; Troponin I, cardiac muscle (Homo sapiens) + Troponin T, cardiac muscle (Homo sapiens) + …; IANBD-labeled cardiac RTF, Ca2+ fluorescence; inhibition, % at 7.15 µM; 340,000 tested, 0.12% active; AID 493244, 2011;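 active = inhibition above the mean inhibition of all tested compounds plus 3 SD, cut at about 17% in these data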;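 also: assay run at fixed EC70 calcium of 1.6 mM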
Keap1-Nrf2 PPI = Keap1-Nrf2 protein-protein interaction inhibitors, primary screen, biochemical, fluorescence polarization, single point; Keap1 Kelch-Nrf2 peptide fluorescence polarization, 1536-well; 340,000 tested, 0.15% active; inhibition, % at 9.4 µM; in the data active = inhibition above about 12%;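 also: human Keap1 Kelch domain with fluorescein labeled Nrf2 9mer peptide probe; 0% = neutral control wells and 100% = peptide positive control; higher means more block of Keap1 binding to Nrf2 peptide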
Rtt109 Vps75 = inhibitors of C. albicans Rtt109/Vps75 HAT, primary screen, biochemical, ThioGlo CoA-SH fluorescence, plate reader | Histone acetyltransferase RTT109 (Candida albicans (strain SC5314 / ATCC MYA-2876)), … | purified Rtt109/Vps75, 4 h | inhibition, % at 34.9 µM | 330,000 tested, 0.16% active | AID 540336, 2011;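 active = inhibition of at least 50% in every replicate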
CAL PDZ FP-2 = untagged CAL PDZ binding inhibitors, primary screen, biochemical, fluorescence polarization, HTS | 300,000 tested, 0.92% active | purified CAL PDZ, TMR-peptide fluorescence polarization, 1 h | inhibition, % at 24.9 µM | Golgi-associated PDZ and coiled-coil motif-containing protein (Homo sapiens), Q9HD26 | AID 602252, 2012;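 active = mean inhibition of at least 30% with at least half of replicates also reaching 30%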;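 also: 0% = DMSO neutral control and 100% = excess unlabeled competitor peptide PRC23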
* marks the source's active call; other numbers are inactive results.

How did CN(c1ccccc1C(=O)N1CCCC1)S(C)(=O)=O do in these assays?
C-LANA FP: 0.4; CAL PDZ FP-1: -0.9; PKA-R2B activ: -11; DAGLB inhibitor: -1; SR-BI DiI-HDL act: 12; RTF Ca sens act: 3; RTF Ca sens inh: -4; Keap1-Nrf2 PPI: -3; Rtt109 Vps75: -6

How did COc1ccc(C2=NOC(C(=O)Nc3cc(C)on3)C2)cc1OC (centres undefined) do in these assays?
C-LANA FP: -1.0; CAL PDZ FP-1: 0.2; PKA-R2B activ: -9; DAGLB inhibitor: -1; RTF Ca sens act: 2; RTF Ca sens inh: -6; Keap1-Nrf2 PPI: -2; Rtt109 Vps75: 1; CAL PDZ FP-2: 1

How did O=C(NC1CCCCCCC1)c1cc(F)c(F)cc1Cl do in these assays?
C-LANA FP: 1.2; CAL PDZ FP-1: -1.2; PKA-R2B activ: -3; DAGLB inhibitor: -3; SR-BI DiI-HDL act: -1; RTF Ca sens act: -3; RTF Ca sens inh: -8; Keap1-Nrf2 PPI: -1; Rtt109 Vps75: -7; CAL PDZ FP-2: 2

Results for COCCNC(=S)N1CCc2cc(OC)c(OC)cc2C1COc1ccc(C(C)C)cc1 (centres undefined) ?
C-LANA FP: -0.1; CAL PDZ FP-1: 0.0; PKA-R2B activ: -5; DAGLB inhibitor: -3; SR-BI DiI-HDL act: 17; RTF Ca sens act: 8; RTF Ca sens inh: 1; Keap1-Nrf2 PPI: -1; Rtt109 Vps75: 2; CAL PDZ FP-2: -2

How did CCOC(=O)C(C)On1c(SC(C)C(=O)OCC)nc2ccccc2c1=O (centres undefined) do in these assays?
C-LANA FP: 1.2; CAL PDZ FP-1: -0.1; PKA-R2B activ: 0; DAGLB inhibitor: 1; SR-BI DiI-HDL act: 3; RTF Ca sens act: 0; RTF Ca sens inh: 2; Keap1-Nrf2 PPI: 0; Rtt109 Vps75: -2; CAL PDZ FP-2: -4

What do the screens show for `Cc1ccc(-c2noc(-c3ccno3)n2)cc1`?
C-LANA FP: 0.5; CAL PDZ FP-1: -0.5; PKA-R2B activ: -3; DAGLB inhibitor: -14; SR-BI DiI-HDL act: 7; RTF Ca sens act: 15; RTF Ca sens inh: -13; Keap1-Nrf2 PPI: -6; Rtt109 Vps75: 4; CAL PDZ FP-2: 27

What do the screens show for `O=C(OCc1nnc(-c2ccccc2)o1)c1cc(=O)c2ccccc2o1`?
C-LANA FP: 0.2; CAL PDZ FP-1: 0.3; PKA-R2B activ: -7; DAGLB inhibitor: 0; SR-BI DiI-HDL act: 26; RTF Ca sens act: -1; RTF Ca sens inh: -4; Keap1-Nrf2 PPI: 0; Rtt109 Vps75: 5; CAL PDZ FP-2: -1

Results for COc1ccc(-c2sc3cc4c(cc3c2-c2ccc(OCCN3CCCCC3)cc2)OCO4)cc1 ?
C-LANA FP: -0.2; CAL PDZ FP-1: 0.3; PKA-R2B activ: 6; DAGLB inhibitor: -1; SR-BI DiI-HDL act: 15; RTF Ca sens act: -4; RTF Ca sens inh: -1; Keap1-Nrf2 PPI: 1; Rtt109 Vps75: -6; CAL PDZ FP-2: -8

How did CC(=O)Nc1ccc(NC(=O)CSc2nnc(NC(=O)Cc3ccc(F)cc3)s2)cc1 do in these assays?
C-LANA FP: -1.7; CAL PDZ FP-1: -1.1; PKA-R2B activ: -5; DAGLB inhibitor: 0; SR-BI DiI-HDL act: 6; RTF Ca sens act: 2; RTF Ca sens inh: -6; Keap1-Nrf2 PPI: 0; Rtt109 Vps75: -9; CAL PDZ FP-2: -2

What do the screens show for `Cc1cccc(N(C(=O)CNC(=O)c2ccco2)C(C(=O)NC2CCCC2)c2cccnc2)c1` (centres undefined)?
C-LANA FP: -0.9; CAL PDZ FP-1: -2.0; PKA-R2B activ: 3; DAGLB inhibitor: 0; SR-BI DiI-HDL act: 7; RTF Ca sens act: -5; RTF Ca sens inh: -3; Keap1-Nrf2 PPI: 0; Rtt109 Vps75: -1

What do the screens show for `Cc1cccc(CCNC(=O)Cn2ncc3c([nH]c4ccccc43)c2=O)c1`?
C-LANA FP: 0.7; CAL PDZ FP-1: -1.0; PKA-R2B activ: 1; DAGLB inhibitor: 4; SR-BI DiI-HDL act: 4; RTF Ca sens act: -7; RTF Ca sens inh: -3; Keap1-Nrf2 PPI: 0; Rtt109 Vps75: -2; CAL PDZ FP-2: 4

Results for Cn1c(=O)c2c(nc(NCCNC(=O)c3ccco3)n2Cc2ccccc2Cl)n(C)c1=O ?
C-LANA FP: 0.3; CAL PDZ FP-1: -1.2; PKA-R2B activ: -10; DAGLB inhibitor: -3; SR-BI DiI-HDL act: -20; RTF Ca sens act: 16; RTF Ca sens inh: 1; Keap1-Nrf2 PPI: -4; Rtt109 Vps75: 6; CAL PDZ FP-2: -2

What do the screens show for `Cc1ccc(CSc2nnc(C)c(=O)n2N)cc1`?
C-LANA FP: -2.1; CAL PDZ FP-1: -0.7; PKA-R2B activ: 8; DAGLB inhibitor: 0; SR-BI DiI-HDL act: 26; RTF Ca sens act: -2; RTF Ca sens inh: -8; Keap1-Nrf2 PPI: 5; Rtt109 Vps75: 0; CAL PDZ FP-2: 6

Results for COc1ccc(-c2csc(NC3OC(=O)c4ccccc43)n2)cc1 (centres undefined) ?
C-LANA FP: -14; CAL PDZ FP-1: -0.5; PKA-R2B activ: -8; DAGLB inhibitor: 0; SR-BI DiI-HDL act: -11; RTF Ca sens act: 1; RTF Ca sens inh: -13; Keap1-Nrf2 PPI: 4; Rtt109 Vps75: -6

Results for CN(C)C(=O)c1nc2ccc(Cl)cn2c1CN1CCN(c2ncccn2)CC1 ?
C-LANA FP: 0.8; CAL PDZ FP-1: -2.3; PKA-R2B activ: -6; DAGLB inhibitor: 4; SR-BI DiI-HDL act: -29; RTF Ca sens act: -2; RTF Ca sens inh: -2; Keap1-Nrf2 PPI: -6; Rtt109 Vps75: 1; CAL PDZ FP-2: -4

How did CN(C)c1ccc(/C=N/NC(=O)CNC(=O)c2ccc3c(c2)OCCO3)cc1 do in these assays?
C-LANA FP: -1.9; CAL PDZ FP-1: -0.2; PKA-R2B activ: -13; DAGLB inhibitor: 2; SR-BI DiI-HDL act: 9; RTF Ca sens act: -2; RTF Ca sens inh: 8; Keap1-Nrf2 PPI: -4; Rtt109 Vps75: -5; CAL PDZ FP-2: -4

Results for CCc1cccc(CC)c1NC(=O)CSc1nnc(CCC(=O)O)c(=O)[nH]1 ?
C-LANA FP: -0.8; CAL PDZ FP-1: -0.8; PKA-R2B activ: -3; DAGLB inhibitor: -2; SR-BI DiI-HDL act: 19; RTF Ca sens act: -2; RTF Ca sens inh: 8; Keap1-Nrf2 PPI: -3; Rtt109 Vps75: -17; CAL PDZ FP-2: -2

What do the screens show for `COc1cc(/C=N/NC(=O)C(=O)NCc2cccnc2)cc(OC)c1OC`?
C-LANA FP: -0.3; CAL PDZ FP-1: -0.8; PKA-R2B activ: -12; DAGLB inhibitor: -3; SR-BI DiI-HDL act: 6; RTF Ca sens act: 2; RTF Ca sens inh: 1; Keap1-Nrf2 PPI: -3; Rtt109 Vps75: 2; CAL PDZ FP-2: -4

Results for CCOc1nc(NCCC2=CCCCC2)nc(N2CCOCC2)n1 ?
C-LANA FP: -0.2; CAL PDZ FP-1: 0.8; PKA-R2B activ: -8; DAGLB inhibitor: 0; SR-BI DiI-HDL act: -35; RTF Ca sens act: -1; RTF Ca sens inh: -4; Keap1-Nrf2 PPI: -2; Rtt109 Vps75: -9; CAL PDZ FP-2: 3

What do the screens show for `CCC1CCCCN1C(=O)CSc1nnc(CNC(=O)c2cc(OC)c(OC)c(OC)c2)o1` (centres undefined)?
C-LANA FP: 0.1; CAL PDZ FP-1: -2.5; PKA-R2B activ: -5; DAGLB inhibitor: -4; SR-BI DiI-HDL act: -14; RTF Ca sens act: 6; RTF Ca sens inh: -6; Keap1-Nrf2 PPI: -4; Rtt109 Vps75: -7; CAL PDZ FP-2: -1

What do the screens show for `COc1ccc(NC(=O)CSCc2cc(=O)n3nc(C4CC4)sc3n2)cc1`?
C-LANA FP: 0.3; CAL PDZ FP-1: -0.9; PKA-R2B activ: -7; DAGLB inhibitor: -1; SR-BI DiI-HDL act: 0; RTF Ca sens act: -2; RTF Ca sens inh: 0; Keap1-Nrf2 PPI: -3; Rtt109 Vps75: 4; CAL PDZ FP-2: 1

How did CCN(CC)CCN1C(=O)C(=O)/C(=C(/O)c2c(C)[nH]c(C(=O)OC)c2C)C1c1ccc(C)o1 (centres undefined) do in these assays?
C-LANA FP: 1.7; CAL PDZ FP-1: -0.8; PKA-R2B activ: -10; DAGLB inhibitor: 3; SR-BI DiI-HDL act: 8; RTF Ca sens act: 5; RTF Ca sens inh: -4; Keap1-Nrf2 PPI: -5; Rtt109 Vps75: -1; CAL PDZ FP-2: -4

Arranged by heavy-atom count (smallest number first): 3 of the compounds above
Results for CCOc1nc(NCCC2=CCCCC2)nc(N2CCOCC2)n1 ?
C-LANA FP: -0.2; CAL PDZ FP-1: 0.8; PKA-R2B activ: -8; DAGLB inhibitor: 0; SR-BI DiI-HDL act: -35; RTF Ca sens act: -1; RTF Ca sens inh: -4; Keap1-Nrf2 PPI: -2; Rtt109 Vps75: -9; CAL PDZ FP-2: 3

What do the screens show for `O=C(OCc1nnc(-c2ccccc2)o1)c1cc(=O)c2ccccc2o1`?
C-LANA FP: 0.2; CAL PDZ FP-1: 0.3; PKA-R2B activ: -7; DAGLB inhibitor: 0; SR-BI DiI-HDL act: 26; RTF Ca sens act: -1; RTF Ca sens inh: -4; Keap1-Nrf2 PPI: 0; Rtt109 Vps75: 5; CAL PDZ FP-2: -1

Results for CN(C)C(=O)c1nc2ccc(Cl)cn2c1CN1CCN(c2ncccn2)CC1 ?
C-LANA FP: 0.8; CAL PDZ FP-1: -2.3; PKA-R2B activ: -6; DAGLB inhibitor: 4; SR-BI DiI-HDL act: -29; RTF Ca sens act: -2; RTF Ca sens inh: -2; Keap1-Nrf2 PPI: -6; Rtt109 Vps75: 1; CAL PDZ FP-2: -4
